Screening data from PubChem.
DNA FID counter = displaces DNA intercalator in HCV helicase counter-screen; DNA fluorescent intercalator displacement, fluorescence; inhibition, % at 7.9 µM; 0.17% of 290,000 active; in the data active = inhibition above about 37%;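 also: 0% = vehicle and 100% = reference compound; higher means more ethidium bromide displaced from hairpin DNA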
VIM-2 inhibitor = inhibitors of Pseudomonas aeruginosa VIM-2 metallo-beta-lactamase | AID 1527 | 0.89% of 290,000 active | purified VIM-2, nitrocefin hydrolysis, epi-absorbance fluorescence | inhibition, % at 5.6 µM;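 active = inhibition above the mean of all tested compounds plus 3 SD, cutoff set per screening run, cut at about 7.5% in these data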;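 also: red hydrolysis product quenches plate fluorescence so inhibitors raise well fluorescence; 0% = enzyme with DMSO and 100% = DMSO without enzyme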
HCV NS3 hel inh = blocks Hepatitis C virus NS3 helicase unwinding | NS3 helicase DNA unwinding, Cy5 molecular beacon fluorescence | inhibition, % at 10.9 µM | 0.56% of 290,000 active | AID 1800;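 active = inhibition above the mean of all tested compounds plus 3 SD, set per campaign, cut at about 35% in these data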;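 also: 0% = DMSO wells and 100% = thioflavine S control wells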
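assay system = NS3 helicase fragment of HCV | buffer or medium = MOPS pH 6.5, MgCl2, DTT, Tween20, BSA | timing = 60 min unwinding reaction at 25 °C after ATP addition | signal = Cy5 beacon fluorescence read at start and 1 h | read-out basis = % inhibition of unwinding | control set = low DMSO, high thioflavine S at 110 µM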
IDE cell activ = boosts human insulin-degrading enzyme activity in HEK cells; activation, % at 5.96 µM; FAbeta-B cleavage, fluorescence polarization; 0% vehicle, 100% cell-free pure enzyme wells; P14735; AID 493087; 0.073% of 340,000 active;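 active = activation above the mean of all tested compounds plus 3 SD, set per screening campaign, cut at about 17% in these data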
PHOSPHO1 inh = inhibitors of human PHOSPHO1 phosphatase | inhibition, % at 13.3 µM | AID 1565 | Q8TCT1 | recombinant PHOSPHO1, absorbance phosphatase assay | 1.1% of 290,000 active; in the data active = inhibition above about 60%
MEKK3 PB1 HTS = raises or lowers MEK5 binding to the human MEKK3 PB1 domain. Q99759. bead-based flow cytometry, Alexa488-MEK5 binding to MEKK3; actives lie on both sides; 0 = blocked by unlabeled MEK5, 100 = vehicle. binding response (% of control), % at 10 µM. 1.4% of 290,000 active. AID 1529;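 active = binding response more than 3 SD above or below the average of its plate-row segment, actives on both sides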;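 also: Alexa488 bead fluorescence after subtracting the streptavidin-only scavenger bead signal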
IMP-1 inh = blocks Pseudomonas aeruginosa IMP-1 metallo-beta-lactamase; purified IMP-1, nitrocefin hydrolysis, epi-absorbance fluorescence; 0.45% of 290,000 active; inhibition, % at 5.6 µM; AID 1556;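 active = inhibition above the mean plus 3 SD of all compounds in the same screening run, cut at about 4.5% in these data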;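 also: 0% = IMP-1 with DMSO and 100% = DMSO wells lacking enzyme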
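System: Purified recombinant IMP-1 metallo-beta-lactamase enzyme | Measured by: Fluorescence quenching readout, ex 480/em 530 nm | Replication: Singlicate | Incubation: 15 min preincubation plus 25 min reaction at 25 °C | Evaluation: Percent inhibition from optical density relative to buffer-blank wells | Benchmarks: DMSO with and without IMP-1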
UBC9 SUMO inh = SUMOylation inhibition; HTRF SUMOylation assay, SAE1/SAE2 + UBC9, in vitro; P63279; inhibition, % at 35 µM; 0.36% of 290,000 active; in the data active = inhibition above about 50%, passing the limit was not always enough; also: strong numbers were not always called active
p-CIP stab down = lowers stability of the mouse p/CIP coactivator protein | AID 1984 | F442A p/CIP-EGFP cells, EGFP fluorescence, 16 h | Q05BA5 | decrease of EGFP signal, % at 10 µM | 0.01% of 290,000 active;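 active = EGFP signal decrease of at least 30% at 10 µM or well 3 SD below plate mean, unless failing retest; inactive = the rest, including hits failing retest or dose response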; also: some compounds called inactive have numbers as strong as hits; many of its hits are not listed in these tables
Target sequence (Q05BA5 1-1403): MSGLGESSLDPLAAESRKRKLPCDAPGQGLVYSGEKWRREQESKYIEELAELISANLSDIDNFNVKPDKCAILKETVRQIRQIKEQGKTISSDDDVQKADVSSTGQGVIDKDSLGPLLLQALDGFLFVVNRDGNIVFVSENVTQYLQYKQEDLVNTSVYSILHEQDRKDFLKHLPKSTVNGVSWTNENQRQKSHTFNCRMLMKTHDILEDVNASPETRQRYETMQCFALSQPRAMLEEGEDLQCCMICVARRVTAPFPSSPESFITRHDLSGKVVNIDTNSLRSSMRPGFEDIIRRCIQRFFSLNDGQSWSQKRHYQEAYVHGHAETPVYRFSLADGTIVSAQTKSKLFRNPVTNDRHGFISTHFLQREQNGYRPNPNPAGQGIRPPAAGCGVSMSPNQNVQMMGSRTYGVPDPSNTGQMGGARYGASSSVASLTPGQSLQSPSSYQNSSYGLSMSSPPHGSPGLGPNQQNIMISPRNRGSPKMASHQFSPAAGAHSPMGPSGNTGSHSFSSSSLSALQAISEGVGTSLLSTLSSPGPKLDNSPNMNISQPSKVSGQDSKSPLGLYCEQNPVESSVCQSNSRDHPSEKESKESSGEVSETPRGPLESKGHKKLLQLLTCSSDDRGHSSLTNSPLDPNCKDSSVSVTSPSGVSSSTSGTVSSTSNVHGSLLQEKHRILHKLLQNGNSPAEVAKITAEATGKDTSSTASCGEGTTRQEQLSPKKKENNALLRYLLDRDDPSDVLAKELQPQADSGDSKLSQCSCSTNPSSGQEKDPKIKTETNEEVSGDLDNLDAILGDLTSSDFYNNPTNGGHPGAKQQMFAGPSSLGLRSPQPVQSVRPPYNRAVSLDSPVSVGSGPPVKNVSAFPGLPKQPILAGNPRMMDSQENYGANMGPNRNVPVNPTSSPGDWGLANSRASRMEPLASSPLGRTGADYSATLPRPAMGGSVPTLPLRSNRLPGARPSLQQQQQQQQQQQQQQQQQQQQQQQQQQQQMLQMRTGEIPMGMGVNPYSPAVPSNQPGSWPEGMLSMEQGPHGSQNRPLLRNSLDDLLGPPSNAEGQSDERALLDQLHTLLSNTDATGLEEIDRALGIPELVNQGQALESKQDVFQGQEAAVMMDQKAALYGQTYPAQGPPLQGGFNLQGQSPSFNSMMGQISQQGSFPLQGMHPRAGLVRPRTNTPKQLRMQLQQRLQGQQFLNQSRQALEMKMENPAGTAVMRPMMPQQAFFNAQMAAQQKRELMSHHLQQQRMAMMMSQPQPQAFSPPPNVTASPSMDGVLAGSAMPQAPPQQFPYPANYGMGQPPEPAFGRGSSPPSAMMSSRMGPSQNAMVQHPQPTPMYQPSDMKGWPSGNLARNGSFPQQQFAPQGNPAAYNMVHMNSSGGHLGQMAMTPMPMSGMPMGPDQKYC
* = called active by the depositor; nt = not tested or not shown; & = joins results of further samples. Not all compounds are listed. The share of hits here may be higher or lower than overall.

A first look:
Values run as follows: DNA FID counter, VIM-2 inhibitor, HCV NS3 hel inh, IDE cell activ, PHOSPHO1 inh, MEKK3 PB1 HTS, IMP-1 inh, UBC9 SUMO inh, p-CIP stab down
COc1ccc(NC(=O)N2CCc3ccccc3C2)c(OC)c1
 : -20, -2.3, -2, 4, 38, 111, -2.3, 19, -64
COc1ccc(C(=O)OCC(=O)Nc2ccc(OC(F)F)cc2)c(OC)c1
 : -12, -3.6, -3, -1, 1, 100, -1.7, -3, -16

Main list, previewed entries included:
Values run as follows: DNA FID counter, VIM-2 inhibitor, HCV NS3 hel inh, IDE cell activ, PHOSPHO1 inh, MEKK3 PB1 HTS, IMP-1 inh, UBC9 SUMO inh, p-CIP stab down
COc1ccc(NC(=O)N2CCc3ccccc3C2)c(OC)c1
 : -20, -2.3, -2, 4, 38, 111, -2.3, 19, -64
COc1ccc(C(=O)OCC(=O)Nc2ccc(OC(F)F)cc2)c(OC)c1
 : -12, -3.6, -3, -1, 1, 100, -1.7, -3, -16
CCn1c(CSc2nnc(-c3cccnc3)n2-c2ccccc2C)nc2cc(C(=O)O)ccc21
 : -53, -0.2, -3, nt, 7, nt, -2.3, 17, -6
CCCCNC(=O)Cc1cc(=O)[nH]c(=O)[nH]1
 : 1, -2.3, 1, 3, 44, 103, -2.4, -3, -11
CN1CCN(CC(O)COCc2ccc3c(c2)OCO3)CC1 (stereo not given)
 : 2, 2.2, -4, -2, -9, 98, -1.9, 11, -3
O=C(CCc1ccc(O)cc1)c1c(O)cc(O)cc1O
 : nt, nt, nt, -3, 18, 97, nt, -16, -17
Cc1cccc(N2CCN(C(c3cccs3)c3nnnn3C(C)(C)C)CC2)c1C (stereo not given)
 : -3, -1.5, -1, -9, 7, 108, -3.9, -25, 2
CCC(C)NC(=O)COc1ccc(S(=O)(=O)N2CCOCC2)cc1 (stereo not given)
 : -4, -2.6, 5, -3, -10, 95, -4.3, 2, -18
O=C(/C=C/c1ccccc1)N/C(=C/c1ccccc1)C(=O)Nc1cccc(C(=O)O)c1
 : -39, -1.3, 13, 5, -10, 91, -0.5, 1, -1
O=C1CCN(c2ccc([N+](=O)[O-])cc2F)CC1
 : 3, -1.8, -2, 1, 24, 104, -3.5, 19, -6
c1ccc(CNc2c3ccccc3nc3ccccc23)cc1
 : 27, 22*, 4, 2, 3, 95, -1.6, -2, -13
COc1ccc(C2c3ccc(O)cc3Oc3ncn4nc(-c5ccccn5)nc4c32)cc1 (stereo not given)
 : -30, -3.2, -6, 11, 20, 107, -5.2, -5, -17
COc1ccc2c(c1)c(=O)oc1c(C)c(OCc3ccc(C(=O)O)cc3)ccc12
 : -21, 0.5, 22, -1, 28, 107, -0.3, 55*, -11
CC(=O)Nc1ccc(Cc2nc3c([nH]2)c(=O)n(C)c(=O)n3C)cc1
 : -1, 0.5, -3, nt, 33, 105, 12*, 14, -7
CCC1CCC(C(=O)NC(C(=O)NCCCN2CCCCC2C)C(C)C)CC1 (stereo not given)
 : 8, -1.8, -6, 6, 0, 100, -1.9, 10, 8
CC(=O)C1=C(c2ccccc2)OC(N)=C(C#N)C1c1ccc(O)cc1 (stereo not given)
 : -6, 0.3, 6, 3, 10, 97, -1.1, 4, -1
COc1ccc(-c2cc(C(=O)NCc3cccnc3)no2)cc1OC
 : -9, -6.5, 2, 4, 38, 92, -6.6, 9, -4
CC(C)C(=O)Nc1ccc([N+](=O)[O-])c(C(F)(F)F)c1
 : 14, -0.5, 1, 10, 8, 93&91, 0.0, 6, -8
Cc1cccc(C(=O)N2CCN(S(=O)(=O)N3CCCCC3)CC2)c1
 : -34, -3.8, 0, 1, 37, 105, -4.5, 2, 6
CCCCNC(=O)c1ccccc1NC(=O)c1ccccc1N(C)S(C)(=O)=O
 : -14, -0.5, 2, 3, 0, 102, -2.0, -3, 1
O=C(NCc1ccc2c(c1)OCO2)c1ccc(Br)s1
 : -3, -3.1, -5, 3, 33, 95, -2.7, -23, -4
Nc1nonc1-n1nnc(C(=O)N/N=C/c2ccco2)c1CSc1ccccc1
 : -25, -0.9, 11, 4, 20, 94, -1.5, 21, -8
COc1ccc(C2C(C(=O)N3CCN(c4ccccn4)CC3)CCC(=O)N2c2ccc(OC)cc2)cc1 (stereo not given)
 : -39, -0.4, -9, 2, 9, 95, -3.1, 18, -5
O=C(c1ccc(Br)cc1)N(C1=NCCCCS1)c1ccccc1
 : -5, 0.1, -4, 3, -10, 103, -1.6, -8, -5
Cc1nn(-c2ccccc2)c(C)c1/C=N/NC(=O)CSc1nnc(-c2ccccc2)n1-c1ccc(Cl)cc1
 : -3, -2.0, -8, 3, 10, 97, -3.1, -10, -13
O=C(Nc1nnc(S(=O)(=O)N2CCCCC2)s1)c1ccc(Cl)cc1
 : -7, -3.1, 18, -2, 23, 101, -4.0, 2, -8
Cc1cc(C)c(OCC(=O)NCC2CCCO2)c(C)c1 (stereo not given)
 : -19, -2.5, -2, 1, 4, 101, -1.9, 8, -5
Cc1ccc(C(C(=O)NCc2ccco2)N(CCc2ccccc2)C(=O)Cn2nnc3ccccc32)o1 (stereo not given)
 : -23, -1.1, 10, 6, 9, 103, -1.6, 6, -6
CCn1c(SCCOc2ccc(Cl)cc2)nnc1-c1cccs1
 : -21, 1.1, 1, -3, 19, 97, 1.0, -5, -15
COc1cc(C(CC(=O)N2CCCC2)c2c(OC)cc(OC)c3ccc(=O)oc23)cc(OC)c1OC (stereo not given)
 : nt, nt, nt, -1, 26, 99, nt, 29, -16
CCOc1ccc2cc(C3CC(c4ccco4)=NN3S(=O)(=O)c3ccccc3)c(Cl)nc2c1 (stereo not given)
 : -15, -1.7, 19, -2, -2, 97, -0.9, 4, -19
CC(C)(C)NC(=O)C1Cc2ccccc2CN1C(=O)Nc1ccccc1Cl (stereo not given)
 : -5, 0.0, -2, 1, -4, 106, -1.7, -5, 2
CC(C)C(=O)OCc1cn(-c2ccc(Cl)c(Cl)c2)nn1
 : -23, 2.0, -6, 4, 41, 111, -1.1, 5, -1
CCCCOc1ccc(CSc2n[nH]c(C)n2)cc1
 : -11, -4.0, -4, -3, 28, 95, -6.8, -13, 2
CN(C)C(=O)c1cc(C(=O)c2ccccc2C(F)(F)F)c[nH]1
 : -19, -2.5, 5, 6, 24, 113, -2.1, 2, -6
Cn1nnc(NC(=O)c2ccc(C(C)(C)C)cc2)n1
 : -3, -3.6, 8, 4, 5, 93, -2.2, 15, -5
O=C(N=C1SC2CS(=O)(=O)CC2N1Cc1ccccc1Cl)C1CC1 (stereo not given)
 : -31, -2.2, 4, 2, 32, 104, -0.4, 6, -3
COc1ccc(C(=O)N/N=C/C(=O)c2ccccc2)cc1
 : -4, -2.6, 2, 0, nt, 99, -1.0, 2, 6
CC(C)CC1Nc2ccc(C(=O)NCc3ccc4c(c3)OCO4)cc2NC1=O (stereo not given)
 : -26, -1.1, -8, -4, 7, 103, -3.5, 2, -9
Cc1ccc2cc(C=O)c(N(C)C)nc2c1
 : -3, 0.1, 12, 3, 1, 121, -2.6, 20, -28
NS(=O)(=O)c1ccc(NC(=O)CN2CCCC2)cc1
 : 4, -0.9, -1, -1, -8, 102, -0.7, 5, 16
O=C(Nc1ccc(Oc2ccccc2)cc1)C1CCN(c2c3c(nc4ncnn24)CCC3)CC1
 : -9, -1.4, -12, -2, 38, 97, -1.1, 15, -5
CC(C)c1ccc(S(=O)(=O)NCc2ccc3c(c2)OCO3)cc1
 : -19, -1.0, -5, 2, 24, 105, -1.4, 10, -13
Nc1ccc(S(=O)(=O)N2CCOCCOCCOCCOCCOCC2)cc1
 : -3, -0.4, -15, 0, 3, 102, -2.2, -8, 0
COc1cc2c(cc1OC)CN(C(=O)c1cc(Cl)nc(Cl)c1)CC2
 : -16, -1.2, 5, 5, 33, 103, -1.9, 17, -12
O=C(Nc1ccc(OC(F)(F)F)cc1)Oc1ccccc1N1CCCCC1
 : 0, 0.9, 7, nt, 18, 108, -1.9, 14, 3
O=C(Nc1cccnc1)c1ccc(COc2ccccc2Br)cc1
 : -13, -1.4, -13, -3, 29, 101, -2.8, 18, -10
CCOC(=O)c1cnc(SCc2nc(N)nc(Nc3ccc(F)cc3)n2)nc1N
 : -14, -2.4, -61, 4, -11, 102, -2.8, 15, 7
O=C(CCN1C(=O)c2ccccc2C1=O)NCCC1=CCCCC1
 : -5, -3.4, 11, 3, -10, 99, -3.4, -2, -9
N#Cc1nc(Cc2ccccc2)oc1NCc1ccccc1
 : -19, 0.4, -9, 3, -13, 93, -0.9, 16, -24
CN(CCc1ccccn1)C(=O)c1ccc(OC2CCN(Cc3ccccn3)CC2)cc1
 : -7, 1.6, 6, 3, 17, 96, -0.8, -4, -6
Cc1nnc(SC(C)C(=O)NC2CCCc3ccccc32)n1-c1ccccc1 (stereo not given)
 : -21, -1.6, -5, -1, -16, 96, -4.3, -3, 0
CCOC(=O)c1nn(-c2ccc(C)c(C)c2)c(=O)c2c(N)scc12
 : 2, -0.2, -5, -3, 47, 102, -0.9, 33, -8
COc1cc(NC(C)=O)c2ncccc2c1NC(C)=O
 : -3, -0.8, 2, 2, 20, 107, -2.7, 18, -4
CN1CCN(C(=O)/C(C#N)=C/c2ccc(OC(F)F)cc2)CC1
 : -1, 0.1, 15, 2, 39, 104, -1.4, 5, -1
COc1ccc(Br)c(-c2nc(CS(=O)(=O)c3ccc(F)cc3)no2)c1
 : -16, 1.2, -8, -2, 15, 80, -0.1, 19, -4
Cc1csc(NC(=O)c2ccc(S(=O)(=O)N3CCCC3)cc2)n1
 : -13, -2.2, -5, 1, 33, 99, -1.7, -15, 4
Cc1ccc(Cn2ccc(NC(=O)c3noc4c3CCc3ccccc3-4)n2)cc1
 : -1, -1.2, 3, 9, -7, 102, -0.9, 0, 5
CCn1cc(S(=O)(=O)NCCc2ccc(F)cc2)cn1
 : -4, -2.4, 4, 6, 18, 98, -1.7, 0, 4
COc1cccc(-c2nnc(Nc3nc4c(F)cccc4s3)o2)c1
 : -7, -1.6, 9, -3, -1, 102, -2.7, -75, -34

(continued)
Values run as follows: DNA FID counter, VIM-2 inhibitor, HCV NS3 hel inh, IDE cell activ, PHOSPHO1 inh, MEKK3 PB1 HTS, IMP-1 inh, UBC9 SUMO inh, p-CIP stab down
COC(=O)c1sc(S(=O)(=O)N2CCN(c3ccc(OC)cc3)CC2)c(C(=O)OC)c1C
 : -6, -1.4, -4, -5, 11, 95, -1.7, 3, -4
COc1ccc(CNC(=O)C(c2ccco2)N(C(=O)Cc2cccs2)c2cccnc2)cc1 (stereo not given)
 : -24, -0.9, -3, 3, -2, 100, -1.8, -9, -14
CCS(=O)(=O)c1nc(S(=O)(=O)c2ccc(Cl)cc2)c(NCc2ccco2)s1
 : -6, -3.6, -2, -3, -14, 94, -0.5, 5, -14
COc1ccc(N2C(=O)c3ccc(C(=O)Nc4ccccc4OC)cc3C2=O)cc1
 : -13, 0.6, -1, 4, 54, 101, 0.6, -8, -5
CCOc1ccccc1N(C)C(=O)c1nn(-c2ccc(OC)cc2OC)c(=O)c2ccccc12
 : -7, -2.6, 10, -2, -8, 94, -1.5, 11, -1
Cc1ccc(N=Nc2c(N)nn3c(C)cc(C)nc23)cc1
 : -2, -0.2, 5, -3, -8, 94, -1.9, -10, -10
